# ATXN2 expr inh: ATXN2 expression inhibition. HEK-293 ATXN2-luciferase reporter, luminescence, 24 h. Potency, µM (series often up to 57 µM), for the others: at the highest dose activity change, negative = inhibition, actives largely listed as inhibitors. 360,000 tested, 0.72% active. AID 1745845; also: potency is read from the fitted curve at half-maximal effect; % is scaled to controls: 0 for no effect and ±100 for the full control effect; nearly all actives have a fitted effect of over 55% in size
#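 qHTS (up to 57 uM final) was run with 24 h compound exposure of reporter cells at 37 °C. Each well was multiplexed: SteadyGlo luminescence measured ATXN2-luciferase expression after a fluorogenic Gly-Phe-AFC viability readout (25 uM final).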
# ATXN viability: cell viability loss in ATXN counter-screen. S2 cells (HEK-293 line with an ATXN2-luciferase reporter) viability, CellTiter-Fluor protease fluorescence, 24 h. Potency, µM (titrated, usually from 56.7 µM), actives largely listed as cytotoxic. 400,000 tested, 0.49% active. AID 651635; also: potency is read from the fitted curve at half-maximal effect; nearly all actives have a fitted effect of over 40% in size
# IL-1B inflam inh: inhibitors of inflammasome signaling (IL-1 beta secretion) | THP-1 LPS/ATP IL-1B secretion, AlphaLISA, 16 h; hits give low values | activity change, % at 57.5 µM | 360,000 tested, 4.7% active; in the data active = activity change below about -50%; inconclusive = mostly about -30% to -49%; also: % is scaled to controls: 0 for no effect and ±100 for the full control effect
#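 Secreted IL-1B measured by AlphaLISA bead assay after 16 h compound exposure of THP-1 cells; compounds (final up to 57.5 uM) added 1 h before LPS (250 ng/mL) and ATP (1.25 mM) stimulation; lower signal means less secretion.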
# Nrf2 ARE act: activators of Nrf2 (ARE) signaling. 410,000 tested, 0.31% active. Potency, µM (series often up to 46.1 µM), inactives show at the top dose activation, hits mostly activators. AREc32 ARE-luciferase reporter (MCF7-derived line), luminescence, 24 h. AID 624171; also: potency is read from the fitted curve at half-maximal effect; % of control where 0% means no effect; nearly all actives have a fitted effect of over 65% in size
#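 AREc32 cells carrying an ARE-driven firefly luciferase, 1000 cells/well in OPTI-MEM with 5% FBS, dosed after overnight attachment and incubated 24 hr at 37 deg C. Steady-Glo luminescence read after 30 min at RT.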
# MCF10A rereplic: inducers of DNA re-replication in MCF 10A breast cells | MCF 10A DNA re-replication, Hoechst nuclear intensity, 48 h | 350,000 tested, 2.9% active | Potency, µM (series often up to 46.1 µM), for inactives: at the top dose activity, positive = re-replication, hits mostly activators; also: potency is read from the fitted curve at half-maximal effect; % of control where 0% means no effect; nearly all actives have a fitted effect of over 50% in size
# A549 viability: counter-screen for Nrf2 inhibitors: cytotoxicity in A549 cells. A549 ARE-Fluc cells, CellTiter-Fluor viability, 18-24 h. Potency, µM (highest dose often 46 µM), without a hit: at the highest dose activity change, negative = cytotoxicity, usual class: inhibitors. 390,000 tested, 0.16% active. AID 504648; also: potency is read from the fitted curve at half-maximal effect; % is scaled to controls: 0 for no effect and ±100 for the full control effect
#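 A549 ARE-Fluc cells in 5% FBS OPTI-MEM, 5000 cells/well, rested 2 h then exposed to compounds in concentration-response for 18-24 h at 37 °C. Viability by CellTiter-Fluor fluorescence (Ex 405/Em 525) after 30 min; luciferase luminescence (BugLite, 15 min, RT) read afterwards.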
# TGFb SMAD3 inh: blocks TGF-b signaling; HepG2 CAGA-GFP TGF-b/SMAD3 reporter, GFP fluorescence, 18 h; TGF-beta stimulated, 500 pg/mL final; Potency, µM (top dose mostly 46.1 µM), for inactives: at the top dose activity, negative = inhibition, actives largely listed as inhibitors; 410,000 tested, 1.2% active; also: potency is read from the fitted curve at half-maximal effect; % is scaled to controls: 0 for no effect and ±100 for the full control effect; nearly all actives have a fitted effect of over 65% in size
#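 TGF-beta reporter screen: HEPG2 CAGA-GFP, 1% FBS, 500 pg/mL TGF-beta final, 18 h; per-cell GFP summed per well; curves fitted and categorized by class.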
# Nrf2 block: Nrf2 pathway inhibition; A549 ARE-Fluc reporter, luciferase luminescence, 18-24 h; Potency, µM (titrated, usually from 46 µM), without a hit: at the top dose activity change, negative = inhibition, hits mostly inhibitors; 360,000 tested, 2.1% active; also: potency is read from the fitted curve at half-maximal effect; % is scaled to controls: 0 for no effect and ±100 for the full control effect; nearly all actives have a fitted effect of over 60% in size
#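 A549 ARE_Fluc cells (5000/well, 5% FBS OPTI-MEM) pre-incubated 2 h, then treated with compounds 18-24 h at 37C/5% CO2 in concentration-response. CellTiter-Fluor viability read first; BugLite luciferase luminescence after 15 min at room temperature gives Nrf2 activity.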
# HepG2 tox: HepG2 cytotoxicity, counter-screen for TGF-b inhibitors | HepG2 CAGA-GFP viability, ATP luminescence, 18 h | Potency, µM (doses to about 46.1 µM), for the others: top-dose activity change, negative = cytotoxicity, most hits filed as cytotoxic | 410,000 tested, 0.76% active | AID 588856; also: potency is read from the fitted curve at half-maximal effect; some results filed as inactive show a strong effect at the top dose
#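 CellTiter-Glo luminescence gave cytotoxicity after 18 hours at 37 degrees C. The cells were HepG2 CAGA-GFP in 1% FBS DMEM, stimulated with 500 pg/mL TGF-beta after compound addition. %Activity was normalised to no-cell wells (complete cell-killing) and DMSO (no toxicity), and curves were fitted and classified.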
# An asterisk follows results filed as active; i = inactive; ? = inconclusive; . = not tested or not shown; [ ] = remark or other dose. Unless noted, calls follow the shape of the dose curve; as a rule, active = well fitted curve in the direction sought with a large enough effect; inconclusive = small, poorly fitted or top-dose-only effect, or another doubt; inactive = no such curve, though single readings can be large; an effect the other way counts as inactive or inconclusive.
No.	SMILES	ATXN2 expr inh	ATXN viability	IL-1B inflam inh	Nrf2 ARE act	MCF10A rereplic	A549 viability	TGFb SMAD3 inh	Nrf2 block	HepG2 tox
1	COc1ccccc1C(=O)NC(CCSC)C(=O)N1CCN(C/C=C/c2ccccc2)CC1 (stereo unspecified)	-2%	i	-9	-0.1%	10%	-6%	-28%	7%	0%
2	O=C(NCc1ccco1)c1ccc2nccnc2c1	0%	i	0	?	9%	-5%	-4%	2%	4%
3	Cc1cc(C(=O)Nc2ccc3ccccc3c2)oc1C	75%[activator]	i	-14	5.2%	?	?	30%	?	-13%
4	Cc1cccc(C(=O)OCC(=O)N2CC(C)OC(C)C2)c1C (stereo unspecified)	1%	i	36	0.2%	-10%	4%	7%	?	1%
5	Cn1cnnc1Sc1ccc(S(C)(=O)=O)cc1[N+](=O)[O-]	20%	i	?	4.1%	5%	3%	19%	?	3%
6	Cc1ccc(CCNC(=O)CCn2ccc3cc(S(=O)(=O)N4CCCC4)ccc32)cc1	-29%	i	1	2.5%	0%	0%	-14%	-5%	-8%
7	COc1ccc(NC(=O)CCc2c(C)nc3c(c2C)c(=O)n(C)c(=O)n3C)c(OC)c1	1%	i	.	0.2%	.	1%	2%	3%	7%
8	COc1cc(C(=O)NNC(=O)NC2CCCCC2)cc(OC)c1OC	-7%	i	-3	3.3%	9%	-3%	20%	-8%	0%
9	Cc1ccccc1C(=O)Nc1cccc(OCc2cc(=O)n3cccc(C)c3n2)c1	.	.	.	-0.2%	.	12%	1%	.	2%
10	Cc1cccc(-c2nc(SCCCOc3ccccc3Cl)n3[nH]c(=O)cc3n2)c1	-5%	i	.	3.9%	.	6%	?	6%	-16%
11	CN(Cc1ccccc1)C(=O)CCC1CCN(S(C)(=O)=O)CC1	5%	i	4	-0.4%	-1%	-4%	4%	5%	0%
12	Cc1sc2nc(CN3CCCCC3)nc(Cl)c2c1C	-21%	?	-103*	?	?	2%	?	?	-15%
13	Cc1cccn2c(=O)c3cc(C#N)c(=O)n(-c4nnc(SCc5ccc(Cl)cc5)s4)c3nc12	.	.	.	?	.	-18%	.	-21%	-9%
14	CCc1c(C)sc(NC(=O)C2c3ccccc3Oc3ccccc32)c1C(=O)OC(C)C	11%	i	.	0.3%	.	0%	-1%	19%	-6%
15	CCc1ccc(C(=O)Nc2cc(C)on2)o1	10%	i	-8	3.0%	-11%	0%	5%	?	-1%
16	C/C(=N\NC(=O)c1cccnc1)c1cccc([N+](=O)[O-])c1	12%	i	-25	7.7%	-1%	4%	-4%	?	6%
17	COc1cc(Cl)c(S(=O)(=O)NCCCn2ccnc2)cc1Cl	-17%	i	-1	-0.8%	?	-1%	-12%	-24%	-2%
18	Cc1cc(-c2nnc(-c3cccc(C(F)(F)F)c3)o2)no1	28%	i	2	?	0%	-4%	-8%	7%	16%
19	CCOc1ccc(N2CC(O)Cn3c2nc2c3c(=O)n(CCCc3ccccc3)c(=O)n2C)cc1 (stereo unspecified)	4%	i	-12	0.5%	16%	0%	30%	-17%	-21%
20	COc1ccc(NC(=O)Oc2ccccc2)cc1Cl	-10%	i	-7	0.2%	-3%	-4%	?	4%	5%
21	Cc1nc2ccn(Cc3cccs3)c(=O)c2cc1C(=O)N1CCN(c2ccccc2F)CC1	.	.	.	5.3%	.	-1%	20µM*	-21%	-22%
22	O=C(Nc1cccc(Cl)c1)c1cc([N+](=O)[O-])ccc1N1CCN(CCO)CC1	-1%	i	23	0.9%	0%	-2%	-10%	16%	-39%
23	O=C(CCCOc1ccc(Cl)cc1)NCCc1ccccc1	-5%	i	-13	0.1%	8%	-8%	-14%	-15%	11%
24	O=C(Cc1ccccc1)Nc1ccc(NC(=O)c2cccs2)c(Cl)c1	9%	?	-17	2.0%	-2%	1%	-6%	-9%	-8%
25	N#Cc1ccc(-c2ccc(OCC(=O)NN=Cc3ccncc3)cc2)cc1	-1%	?	36	-0.5%	16%	-7%	-25%	-5%	5%
26	CCOC(=O)c1sc2cccc(Cl)c2c1N	-4%	i	29	0.1%	8%	-13%	-8%	-9%	-20%
27	Cc1nnc(NC(=O)CSc2nccn2-c2ccc(F)cc2)s1	-12%	i	19	0.1%	3%	0%	21%	-7%	6%
28	O=C(c1cc(S(=O)(=O)N2CCCCC2)ccc1Cl)N1CCOCC1	-4%	i	-6	0.2%	-2%	-1%	-13%	0%	1%
29	Cc1nc2ccccc2c2oc(C(=O)N3CCCC(C)C3)cc12 (stereo unspecified)	.	?	24	-0.8%	19%	-6%	26%	-1%	-16%
30	CC(C)c1nnc(N2C(=O)c3oc4ccccc4c(=O)c3C2c2cccc(O)c2)s1 (stereo unspecified)	1%	i	.	11%	.	-4%	?	9%	-23%
31	Cc1nnc(SCC(=O)N2c3ccccc3C(C)(c3ccc(Cl)cc3)CC2(C)C)s1 (stereo unspecified)	?	?	-72*	0.1%	?	?	?	?	0%
32	COc1ccc(NC(=O)CSCc2cc(=O)n3cc(C)sc3n2)cc1	1%	i	-9	-0.4%	1%	-2%	-9%	0%	2%
33	Brc1ccc(/C=N/Nc2ccccc2)cc1	19%	i	8	4.3%	?	0%	-14%	-22%	-12%
34	Cc1ccc(S(=O)(=O)Nc2ccccc2F)cc1C(=O)NNC(=O)c1csc(N2CCOCC2)n1	3%	i	15	0.2%	12%	1%	2%	-2%	-2%
35	COc1ccc(Nc2nc(N)c([N+](=O)[O-])c(NCCO)n2)cc1	-19%	i	.	9.3%	12%	3%	?	-20%	-35%
36	CCc1ccc(C2=NN(CCC(=O)NCCc3ccc(OC)c(OC)c3)C(=O)CC2)cc1	.	.	.	5.8%	.	-1%	?	.	-14%
37	Cc1cc(-c2ccccc2)c(C#N)c(SCC(N)=O)n1	2%	i	-7	0.2%	-3%	3%	?	.	-2%
38	CCN(C[C@H]1N[C@@](Cc2ccccc2)(C(=O)OC)[C@H]2C(=O)N(C)C(=O)[C@@H]12)C(C)=O	-7%	i	33	-0.7%	-2%	12%	17%	10%	5%
39	CC(=O)Nc1ccc(NC(=O)CSc2ncnn2-c2ccccc2)cc1	-6%	i	10	0.6%	0%	-1%	5%	15%	-7%
40	CCC(NC(=O)CC[C@H]1O[C@@H](n2cc(C)c(=O)[nH]c2=O)C[C@@H]1O)c1ccccc1 (stereo partly specified)	5%	i	53	0.4%	-5%	-5%	27%	-5%	-2%
41	Cc1nc2c(C(=O)O)cnn2c(C)c1Cc1ccccc1F	2%	?	1	-0.2%	1%	-2%	-22%	0%	0%
42	COc1cccc(Nc2nc(C(N)CC(C)C)cs2)n1 (stereo unspecified)	-2%	?	?	-0.9%	.	.	11µM*	.	-103%
43	CCOC(=O)N1CCN(C(=O)C2CC(=O)N(Cc3ccc(OC)cc3)C2)CC1 (stereo unspecified)	-6%	i	3	-0.4%	-3%	-3%	-13%	-9%	-1%
44	O=S(=O)(Nc1ccc2c(c1)OCCO2)c1cccc2cccnc12	-10%	i	19	3.5%	-4%	10%	0%	-17%	0%
45	O=C(CSc1nnc(-c2cccnc2)n1C1CCCCC1)NC1CCCC1	0%	i	0	0.3%	0%	14%	8%	.	-7%
46	COCCn1nnnc1C(c1cc2cc(C)ccc2[nH]c1=O)N1CCN(C2CCCCC2)CC1 (stereo unspecified)	3%	?	-9	-0.5%	21%	?	-30%	1%	-17%
47	CN(CC(=O)Nc1ccc(F)c(F)c1F)C(=O)C1CCCCC1	3%	i	25	-0.1%	4%	7%	6%	-3%	6%
48	CC(C)c1ccc(NC(=O)Nc2cnccn2)cc1	9%	i	14	5.8%	4.1µM*	-12%	0%	7%	10%
49	N#Cc1cc(-c2ccccc2)nnc1Sc1ccc(F)cc1	-3%	i	-1	0.6%	3%	2%	8%	.	1%
50	Cc1cccc(NS(=O)(=O)c2ccc(S(=O)(=O)N3CCCC3)cc2)c1	.	i	5	-0.9%	.	.	1%	.	0%

# Continued; the last 2 above are carried over.
No.	SMILES	ATXN2 expr inh	ATXN viability	IL-1B inflam inh	Nrf2 ARE act	MCF10A rereplic	A549 viability	TGFb SMAD3 inh	Nrf2 block	HepG2 tox
49	N#Cc1cc(-c2ccccc2)nnc1Sc1ccc(F)cc1	-3%	i	-1	0.6%	3%	2%	8%	.	1%
50	Cc1cccc(NS(=O)(=O)c2ccc(S(=O)(=O)N3CCCC3)cc2)c1	.	i	5	-0.9%	.	.	1%	.	0%
51	CCOc1ccc2nc(NC(=O)CCC(=O)c3cccs3)sc2c1	30%[activator]	i	0	0.7%	0%	-3%	16%	?	-24%
52	Cc1cccc(CSc2nnc(Cn3c(=O)sc4ccccc43)n2C)c1	-6%	i	-24	-0.4%	-2%	4%	4%	-17%	-28%
53	Cc1c(NC(=O)COC(=O)c2ccc(S(=O)(=O)N3CCOCC3)cc2)c(=O)n(-c2ccccc2)n1C	-4%	?	3	0.0%	-3%	2%	2%	-2%	49%
54	CCOC(=O)C(=O)Nc1nnc(Cc2ccc(OC)c(OC)c2)s1	-3%	i	15	-0.8%	?	-15%	-11%	4%	-6%
55	C=CCOc1ccc(/C=C2/C(=O)ON=C2C)cc1OCC	-14%	i	-99*	-0.5%	-3%	-5%	-6%	3%	-23%
56	O=C(c1ccc(CS(=O)c2ccccc2Cl)o1)N1CCN(c2ccccc2F)CC1 (stereo unspecified)	.	.	.	0.1%	.	-6%	?	-4%	-46%
57	O=C(CC1CCC1)Nc1cccc2c([N+](=O)[O-])cccc12	1%	i	18	9.1%	0%	-1%	12%	-2%	-4%
58	COc1ccc(/C=C/CN2CCN(CCc3ccccc3)C(CCO)C2)cc1 (stereo unspecified)	-9%	i	-26	-0.7%	11%	-1%	-6%	4%	-19%
